High-throughput results: PubChem, Broad Institute
EWS-Fli inh: EWS/Fli transcriptional activity inhibition; A673 NR0B1-luciferase reporter, viability-normalised; inhibition, % at 12.6 µM; actives 0.67% (n = 350,000);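 active means mean inhibition of at least 50% after viability correction, with every replicate also passing that limit; inconclusive means mean reaches 50% but only one of two replicates passes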;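 further: firefly luciferase signal divided by Alamar Blue viability fluorescence both relative to DMSO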
FN deposition inh: fibronectin deposition inhibition; AID 743247; inhibition, % at 12.6 µM; AH1F fibroblasts, Alexa488-fibronectin deposition fluorescence, overnight; actives 0.086% (n = 350,000);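 active means mean inhibition across replicates of 30% or more, regardless of how many single replicates reach that level; inconclusive means mean under 30% yet at least half of replicates reach 30%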;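 further: positive control wells lacked labelled fibronectin entirely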
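Schedule: 1 h cell adhesion before compound, then overnight fibronectin incubation; test system: AH1F fibroblast monolayer depositing Alexa488-labelled fibronectin into matrix; quantity: 10000 AH1F cells per well; probe or stimulus: fluorescent fibronectin at 24 nM final; signal: fluorescence, ex 485 nm, em 525 nm; evaluation: percent inhibition as loss of matrix-bound fibronectin fluorescence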
esBAF inh: inhibitors of esBAF chromatin remodeling in mouse ES cells. actives 2% (n = 350,000). reporter increase, % at 12.5 µM. Bmi1-luciferase knock-in reporter, 24 h; 100% = twice the neutral-well signal; in the data active means activation above about 40%; inconclusive means no clear call, values can overlap the other calls;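 further: 0% = median of the plate's neutral control wells and 100% = double that signal; a rise in the Bmi1 reporter signal indicates esBAF inhibition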
S100A4 MyoIIA: inhibitors of human S100A4 binding to myosin IIA peptide. P26447. S100A4/TAMRA-MyoIIA peptide fluorescence polarization. inhibition, % at 10.7 µM. actives 0.14% (n = 360,000);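 active means mean inhibition of at least 70% across replicates, with every replicate also reaching that level; inconclusive means mean inhibition reaches 70% but some replicates fall short; inactive means mean inhibition below 70%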
Target sequence (P26447 whole entry, looked up): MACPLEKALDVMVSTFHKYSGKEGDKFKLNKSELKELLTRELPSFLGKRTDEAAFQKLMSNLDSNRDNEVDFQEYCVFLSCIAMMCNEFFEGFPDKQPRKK
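Test system: S100A4 monomer protein. Medium: HEPES buffer with Ca2+, pH 7.2. Reagent: fluorescent myosin IIA peptide, 5 nM. Compound dosing: single-point compound testing. Timing: 5 min between mix addition and reading. Benchmarks: DMSO neutral and TFP positive wells.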
RAD54 inh: blocks human RAD54 Holliday junction branch migration | inhibition, % at 10.4 µM | Q92698 | FAM/BHQ fluorescence | actives 0.14% (n = 360,000);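 active means mean normalized replicate activity at least 40 and at least half of replicates scoring 40 or more; inconclusive means only one of the two criteria met; inactive means mean below 40 and under half of replicates reaching 40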;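 further: 0% = median of neutral control wells and 100% = median of positive control wells; inhibitors cause a drop in the FAM fluorescence signal; in these data hits start at about 50%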
Target sequence (Q92698 whole entry, looked up): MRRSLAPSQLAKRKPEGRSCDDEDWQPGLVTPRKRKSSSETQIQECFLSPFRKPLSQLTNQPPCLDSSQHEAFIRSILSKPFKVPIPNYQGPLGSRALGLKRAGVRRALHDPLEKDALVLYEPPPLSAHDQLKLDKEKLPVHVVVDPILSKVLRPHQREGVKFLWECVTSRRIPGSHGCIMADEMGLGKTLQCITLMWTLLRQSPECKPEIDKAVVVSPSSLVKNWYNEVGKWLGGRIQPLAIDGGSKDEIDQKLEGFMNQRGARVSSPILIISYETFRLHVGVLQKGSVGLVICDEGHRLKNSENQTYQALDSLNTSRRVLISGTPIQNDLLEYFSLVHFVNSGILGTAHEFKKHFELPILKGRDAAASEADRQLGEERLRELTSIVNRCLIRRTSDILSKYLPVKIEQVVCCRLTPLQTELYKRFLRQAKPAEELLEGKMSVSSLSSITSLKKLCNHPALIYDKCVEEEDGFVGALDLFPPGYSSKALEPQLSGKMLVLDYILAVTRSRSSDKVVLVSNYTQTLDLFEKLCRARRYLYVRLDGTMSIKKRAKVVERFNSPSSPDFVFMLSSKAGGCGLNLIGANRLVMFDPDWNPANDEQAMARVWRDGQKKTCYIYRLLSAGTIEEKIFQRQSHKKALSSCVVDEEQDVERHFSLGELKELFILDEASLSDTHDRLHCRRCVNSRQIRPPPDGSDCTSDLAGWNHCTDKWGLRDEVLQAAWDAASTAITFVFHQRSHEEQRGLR
RAD52 anneal inh: RAD52 (human) annealing inhibition | actives 0.46% (n = 360,000) | P43351 | recombinant RAD52 DNA annealing, FRET fluorescence | AID 651710 | inhibition, % at 18.7 µM;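 active means every replicate showing at least 50% inhibition; inconclusive means mean inhibition at least 50% but not in every replicate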
Xi reactivation: reactivates the inactive X chromosome in mouse fibroblasts; AID 743238; XiGFP mouse fibroblasts, % GFP-positive cells imaging, 3 d; cells co-treated with 5-aza-dC sensitizer; scaled so ellipticine positive control = 100%; activation, % at 7.58 µM; actives 0.055% (n = 360,000);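 active means mean normalized replicate activation at least 10% and every replicate at or above 10%; inconclusive means only one of the two criteria met; inactive means mean below 10% and not all replicates reach 10%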;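 further: 0% = median of on-plate neutral control wells and 100% = ellipticine 6 µM median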
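Material: XiGFP fibroblasts, SV40-immortalized; Buffer or medium: DMEM containing 5-aza-dC; Compound dosing: single point; Times: 3 days compound exposure.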
E-selectin induc: induces E-selectin expression in human endothelial cells. HUVEC E-selectin immunofluorescence imaging; normalized: neutral wells 0, TNF-alpha wells 100. AID 686992. activation, % at 7.58 µM. actives 0.37% (n = 260,000);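 active means mean E-selectin-positive cell signal at least 10% of the positive control, reached in at least 60% of replicates, without over 20% cell loss; inconclusive means no rule given, readout overlaps actives, possibly toxicity-flagged; inactive means the rest, including those meeting only one limit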;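 further: in these data hits start at about 27%; measured in HUVEC primary endothelial cells; signal is the percent of cells scored E-selectin positive by PE staining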
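Test system: HUVEC; input: 3,000 HUVEC/well; measured by: immunofluorescence imaging; read-out: % PE-positive cells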
Active calls of the source: *; ? = inconclusive; / = not tested or not shown; & = joins results of further samples.

SMILES	EWS-Fli inh	FN deposition inh	esBAF inh	S100A4 MyoIIA	RAD54 inh	RAD52 anneal inh	Xi reactivation	E-selectin induc
COc1ccc(-c2cnc3c(c2)C(=O)N([C@@H](C)CO)C[C@H](C)[C@H](CN(C)C(=O)Cc2ccccn2)O3)cc1	-6	/	0	-2	12	-10	-0.6	-0.1
CC(OC(=O)CCN=C1NS(=O)(=O)c2ccccc21)C(=O)Nc1ccc(F)cc1 (configuration not stated)	-1	-4	/	-2	/	-10	0.1	/
C[C@H]1CN([C@@H](C)CO)C(=O)c2cc(NS(=O)(=O)c3cccs3)ccc2O[C@@H]1CN(C)S(=O)(=O)c1ccccc1	-5	/	4	-1	-9	-15	-1.0	-0.1
O=C(O)c1cnn2c1C(=O)N(Cc1cccs1)CC2	4	7	/	-5	/	-18	0.1	/
O=C(N[C@H]1CC[C@@H](CCNS(=O)(=O)c2ccccc2)O[C@@H]1CO)c1cccc(F)c1	0	15	-2	-1	3	4	0.0	0.0
Cc1ccc(NC(=O)CCC(=O)NNC(=S)Nc2ccc(F)cc2)c(C)c1	0	-1	-3	-1	-4	-15	0.0	0.0
CCOC(=O)N1CCN(C2CCCN(C(=O)c3ccccc3C(F)(F)F)C2)CC1 (configuration not stated)	/	-2	0	2	12	-18	0.0	-0.1
N#C[C@@H]1[C@H](c2ccccc2-c2cccc(F)c2)[C@H](CO)N1C(=O)NC1CCCCC1	5	-2	/	0	/	-5	0.1	0.0
CCOc1ccc(CNC(=O)C2CCCN(c3nnc(C)c4c(C)n(-c5ccccc5)nc34)C2)cc1 (configuration not stated)	40	0	-18	-11	-2	-123	0.0	/
Cc1ccc(NC(=O)CSc2nnc(-c3ccco3)o2)c(C)c1	1	0	-8	-1	-12	-16	0.1	/
Cc1nnc(NC(=O)CSc2nnc(Cc3cccn3C)n2-c2ccccc2)s1	7	-8	-4	-2	2	-51	-0.1	/
Cc1cc(NC2CCCC2)n2ncc(-c3ccccc3)c2n1	62*	-6	-45	-5	4	-11	-0.1	0.0
CCOC(=O)c1c(NC(=O)c2cc(-c3cccc(O)c3)on2)sc(C(C)=O)c1C	-1	-5	0	-8	7	-24	-0.1	-1.2
O=C(C[C@@H]1CC[C@@H]2[C@H](COC[C@@H](O)CN2Cc2cc(F)ccc2F)O1)NCc1ccccc1	3	2	-5	-5	-2	3	0.3	0.0
COc1ccc(C(=O)COc2ccccc2C#N)cc1	-101	-11	/	2	/	-6	0.0	/
Cc1ccc(-c2nc(SC(C)C(=O)NC3CC3)n[nH]2)cc1 (configuration not stated)	-10	1	2	-4	9	-1	-0.1	0.4
C[C@@H]1CN([C@H](C)CO)C(=O)c2cc(NC(=O)CCC(F)(F)F)ccc2O[C@@H]1CN(C)C(=O)Nc1ccccc1	-4	-7	-2	?	6	9	0.3	-0.1
COc1ccc(NC(=O)c2cc(-c3ccccn3)nc3ccccc23)c(OC)c1	-9	10	-2	-2	7	-13	-0.1	0.9
O=C(Nc1ccc(N2CCCCC2)cc1)C1CCCN1S(=O)(=O)c1ccc(F)cc1 (configuration not stated)	-3	-13	15	-8	-3	-3	0.1	/
COCCN1C(=S)NC(c2cccc(C(F)(F)F)c2)C(C(=O)N2CCOCC2)=C1C (configuration not stated)	-1	4	/	4	7	8	0.1	1.6
COc1ccccc1-c1cn(CC[C@@H]2CC[C@@H](NC(=O)C3CCCC3)[C@@H](CO)O2)nn1	18	-22	/	9	/	9	0.1	-0.1
C[C@@H]1CN([C@H](C)CO)C(=O)c2cc(NC(=O)Cc3cn(C)c4ccccc34)ccc2O[C@H]1CN(C)C(=O)NC1CCCCC1	6	-4	1	-12	5	7	-0.6	/
Cc1cccc(NC(=O)C2CCCN2C(=O)NC2CCCCC2)c1 (configuration not stated)	-11	/	/	-1	/	-9	0.0	/
CCOC(=O)c1nn(-c2ccccc2F)c2nc(Nc3ccccc3)cc(=O)n12	3	-3	/	-3	/	-111	0.0	/
CCOC(=O)c1c(C)[nH]c(NC(=O)Nc2c(C)n(C)n(-c3ccccc3)c2=O)c1C	7	/	9	7	1	-34	/	/

(continued)
SMILES	EWS-Fli inh	FN deposition inh	esBAF inh	S100A4 MyoIIA	RAD54 inh	RAD52 anneal inh	Xi reactivation	E-selectin induc
CO[C@H]1CN(C)C(=O)c2cc(NC(=O)c3ccc(F)cc3)ccc2OC[C@H](C)N(C(=O)c2ccc(F)cc2)C[C@@H]1C	4	3	6	-6	-7	-5	-0.1	-0.2
CCc1ccccc1NC(=S)/N=C(\N)Nc1nc(C)c2cc(C)ccc2n1	/	4	1	/	0	/	0.0	/
COc1ccc(-c2noc(N3CCC(C(=O)Nc4ccc(OC)cc4OC)CC3)n2)cc1	12	4	-21	2	12	-14	0.0	-0.1
O=C(CCCCCNC(=O)N1CCn2c1nc1ccccc12)NCCc1ccccc1	-8	-9	3	0	-5	-3	0.1	/
O=C(COc1cccc(F)c1)NNC(=O)Cc1ccc(Br)cc1	1	-3	6	-13	-1	-6	0.0	1.8
N#C/C(=C\c1ccncc1)c1nc2ccccc2[nH]1	-14	/	/	-2	/	-28	0.1	/
CCOc1ccccc1NC(=O)C1CCCN(C(=O)Nc2ccccc2)C1 (configuration not stated)	/	0	-3	/	11	/	/	-0.1
C/C=C/c1ccc([C@H]2[C@@H](CO)N[C@@H]2CNC(=O)CC2CC2)cc1	-1	-10	3	/	3	/	0.6	0.0
CC(C)(C)OC(=O)C[C@@H]1C/C=C\C[C@H](CC(=O)NCCO)C(=O)N[C@@H](Cc2ccccc2)COC1=O	0	-5	-9	-3	4	-16	-0.7	-0.1
COc1ccc2c(Cl)c(C(=O)NCCc3ccc(S(N)(=O)=O)cc3)sc2c1	3	4	1	1	14	-12	0.0	0.0
COc1ccc(NC(=O)Nc2ccc3c(c2)C(=O)N([C@H](C)CO)C[C@@H](C)[C@@H](CN(C)Cc2ccc(C(=O)O)cc2)OCCCC[C@H](C)O3)cc1	-2	/	-4	7	-7	22	-0.1	0.0
C[C@@H]1CCCCO[C@@H](CN(C)C(=O)CCCN(C)C)[C@@H](C)CN([C@@H](C)CO)C(=O)c2cc(N(C)C)ccc2O1	-7	/	-5	6	-2	15	0.1	0.1
C[C@H](CO)N1C[C@H](C)[C@H](CN(C)Cc2ccc3c(c2)OCO3)Oc2ccc(NC(=O)Cn3cnnn3)cc2CC1=O	1	/	4	1	2	1	-1.1	/
N#CCCN(C(=O)COC(=O)CNC(=O)c1ccc(-c2ccccc2)cc1)c1ccc(F)cc1	-5	-1	-5	-3	-4	-1	0.3	/
CN(C)c1ccc(NC(=O)CCn2c(=S)oc3ccccc32)cc1	-92	-4	/	16	/	-6	0.2	-0.1
C[C@@H]1CN([C@H](C)CO)S(=O)(=O)c2ccc(C#Cc3ccccc3)cc2O[C@H]1CN(C)C(=O)C1CC1	25	8	0	10	-2	12	0.0	0.2
CCOC(=O)C1=C(C)c2ccccc2OC1(C(=O)OCC)C(C)C (configuration not stated)	-5	/	0	4	-8	-13	0.0	/
CC(=O)O[C@H]1CC[C@H]2[C@@H]3CCc4cc(O)ccc4[C@H]3CC[C@]12C	/	0	7	-8	5	/	/	/
C[C@@H]1CN([C@@H](C)CO)C(=O)CCCn2cc(nn2)CO[C@H]1CN(C)C(=O)Nc1ccc2c(c1)OCCO2	-52&-38&-23	-14&-1	31&-9	7&3	2	13&-11	-0.1&-0.1	0.1&0.0
CN1CCN(NC(=S)Nc2ccc(Oc3ccccc3)cc2)CC1	2	-4	/	-2	/	2	0.1	223*
N#C/C(=C/C1=C(N2CCOCC2)C(=C/c2ccc(Cl)cc2)/CC1)C(=O)Nc1ccccc1F	-3	2	-13	-5	13	-65	0.0	/
C/C(=N\NC(=O)c1c(Cl)c(C)nn1C)c1ccc(NC(=O)C2CCC2)cc1	48	0	-11	1	-3	5	0.0	-1.0
CNC(=S)NNC(=O)c1sc(-c2cc(C)on2)nc1C	12	8	-8	2	-16	-2	-0.1	/
COCCSc1ccccc1C(=O)Nc1cc(C)on1	8	/	2	1	-12	-13	/	/
O=C(/C=C/c1ccco1)NCC(=O)N/N=C/c1ccc(Cl)cc1	6	4	/	3	/	-2	0.0	/

The list continues:
SMILES	EWS-Fli inh	FN deposition inh	esBAF inh	S100A4 MyoIIA	RAD54 inh	RAD52 anneal inh	Xi reactivation	E-selectin induc
N#C[C@@H]1[C@H](c2ccccc2)[C@H](CO)N1C(=O)c1cccnc1	5	-4	3	12	-11	2	0.1	0.0
COc1ccc(C(CNc2ccc(C(F)(F)F)cn2)N(C)C)cc1OC (configuration not stated)	7	3	-2	12	-7	-10	0.0	0.0
CC(C)NC(=O)N1[C@H](CO)[C@@H]2c3ccccc3N(C(=O)Nc3cccc(Cl)c3)C[C@@H]21	-13	/	7	5	-10	-4	0.2	0.1
CNC(=O)C[C@H]1CC[C@@H]2[C@@H](COc3ccc(NC(=O)C(C)C)cc3C(=O)N2C)O1	-11	8	5	/	-8	/	0.3	-0.1
C=CCOC(=O)[C@@H]1[C@H]2C(=O)O[C@H](c3ccccc3)[C@H](c3ccccc3)N2[C@H](c2ccc(OCCOC(=O)[C@@H]3C[C@@H]4C(=O)N5CCC[C@H]5C(=O)N4[C@@H]3c3ccc(O)cc3)cc2)[C@@]12C(=O)Nc1ccc(I)cc12	-6	/	/	-1	-3	-22	/	/
O=C1CSC(c2ccccc2)N1c1ccccc1 (configuration not stated)	-12	/	/	8	6	9	/	/
COc1ccc(-c2csc(Nc3ccccc3)[n+]2CC(O)c2ccc([N+](=O)[O-])cc2)cc1 (configuration not stated)	21	11	/	1	4	-18	-0.1	1.5
CCN1CCN(CC(=O)Nc2nc3ccc(C)cc3s2)CC1	-1	2	-3	-1	-1	-2	0.0	/
COc1ccc(NS(=O)(=O)c2ccc3c(c2)oc(=O)n3C)cc1Cl	12	4	-9	5	-3	-17	0.1	0.3
CO[C@H]1CN(C)C(=O)c2cc(NC(=O)Nc3cc(F)ccc3F)ccc2OC[C@H](C)N(C(=O)c2cnccn2)C[C@@H]1C	7	6	5	-5	7	-6	0.3	-0.3
O=C(O)c1c[nH]c2c([N+](=O)[O-])cccc2c1=O	5	10	-3	-13	11	-9	0.1	-0.2
CCN(CC)CCNC(=O)c1cc([N+](=O)[O-])c(N(C)C)cc1OC	0	-7	/	-6	0	3	0.0	3.1
CC(=O)c1cccc(OCc2cc(C(=O)NCCC3=CCCCC3)no2)c1	/	2	83*	-7	-2	-24	0.0	/
Cc1ccc(C(=O)NN2C(=O)/C(=C/c3cccn3C)SC2=S)cc1	-6	3	/	8	2	-21	0.2	-0.4
Cc1ccc2c(C)c(C(=O)N3CCN(Cc4ccccn4)CC3)oc2c1C	/	/	/	-5	-10	-8	0.0	-0.1
